# From PubChem
# SRC3 inh: SRC3 coactivator transcriptional activity inhibitors, primary screen, cell-based, luminescence; AID 588352, 2011; inhibition, % at 3.6 µM; Nuclear receptor coactivator 3 (Homo sapiens), Q9Y6Q9; hit rate 0.17% among 360,000; HEK293 GAL4-SRC3 luciferase reporter;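 active = inhibition above a per-campaign cutoff, the mean of all compounds plus 3 SD, cut at about 60% in these data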;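 note: 0% = DMSO-treated cells and 100% = gossypol-treated cells at 36 µM; higher means less SRC3-driven luciferase light from the GAL4 reporter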
# NR2F2 inh: NR2F2 transcriptional activity inhibitors, primary screen, cell-based, luciferase reporter, HEK293T, luminescence. COUP transcription factor 2 (Homo sapiens), P24468. HEK293T NGFI-A luciferase reporter. inhibition, % at 8.6 µM. hit rate 0.7% among 370,000. AID 686940, 2013;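 active = inhibition above a per-plate cutoff, mean inhibition of test wells between control levels plus 3 SD, cut at about 38% in these data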;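 note: cells cotransfected with COUP-TFII expression vector driving the NGFI-A reporter; 0% = median of COUP-TF2 test wells and 100% = reporter-only cells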
# TROY signal inh: inhibitors of TROY-driven NF-kB signaling, primary screen, Q293 LMP1-TROYcd cells, NF-kB luciferase, uHTS; Q293 LMP1-TROYcd NF-kB luciferase reporter, 4 h; inhibition, % at 10 µM; hit rate 0.98% among 360,000; AID 1347056, 2019;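 active = compounds whose plate-normalised and pattern-corrected inhibition of the luciferase reporter signal at the single screening dose is 50% or more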
# TWEAK Fn14 block: inhibitors of TWEAK-Fn14 signaling, primary screen, luciferase reporter cells, uHTS; inhibition, % at 10 µM; TWEAK-stimulated Fn14 reporter cells, luciferase luminescence, 8 h; hit rate 2% among 360,000; in the data active = inhibition above about 50%
# Exocytosis inh: LAMP-1 surface exposure blockers, TALL-104 cells – cell-based, flow cytometry, MLPCN library, primary screen; TALL-104 LAMP-1 surface exposure; cells stimulated with thapsigargin and PMA; hit rate 0.66% among 360,000; inhibition, % at 10 µM;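 active = inhibition above about 55%, limit read from the data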
# ABHD5 PLIN5 PPI: ABHD5-PLIN5 interaction inhibitors, primary screen, cell lysate, split luciferase complementation, luminescence; Split G. princeps luciferase complementation, 4 h; inhibition, % at 4 µM; hit rate 0.78% among 360,000; AID 602281, 2012;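 active = inhibition above the mean inhibition across every tested compound plus 3 SD, cut at about 22% in these data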;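 note: 0% = DMSO only wells and the 100% control is not disclosed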
# NR5A2 inv ag: LRH-1 (NR5A2) inverse agonists, primary screen, cell-based, luminescence, HEK293T, StAR-luciferase reporter; LRH-1 transfected, 24 h; inhibition, % at 3.6 µM; hit rate 0.13% among 360,000;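 active = inhibition above the mean inhibition of all tested compounds plus 3 SD, cut at about 73% in these data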;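 note: 0% = DMSO wells and 100% = reporter-only cells lacking LRH-1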
# NOD2 RIPK2 PPI: NOD2-RIPK2 binding disruptors in cells, primary screen, fluorescence, CHO cells, BLA complementation. Receptor-interacting serine/threonine-protein kinase 2 (Homo sapiens), O43353. CCF4 ratio. hit rate 0.38% among 360,000. inhibition, % at 4.98 µM; in the data active = inhibition above about 21%;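 note: 0% = vehicle only and 100% = reference blocker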
# TLR9-MyD88 inh: inhibitors of TLR9-MyD88 association in cells, primary screen, cell-based, CHO, BLA complementation, fluorescence; Toll-like receptor 9 (Homo sapiens) + Myeloid differentiation primary response protein …; CCF4 FRET ratio; inhibition, % at 4.98 µM; hit rate 0.21% among 340,000; AID 504734, 2011;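 active = inhibition above the mean over all tested compounds plus 3 SD, cut at about 21% in these data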;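 note: 0% = DMSO only wells and 100% = clavulanate BLA inhibitor control wells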
# Target sequence (Q99836 whole entry, looked up): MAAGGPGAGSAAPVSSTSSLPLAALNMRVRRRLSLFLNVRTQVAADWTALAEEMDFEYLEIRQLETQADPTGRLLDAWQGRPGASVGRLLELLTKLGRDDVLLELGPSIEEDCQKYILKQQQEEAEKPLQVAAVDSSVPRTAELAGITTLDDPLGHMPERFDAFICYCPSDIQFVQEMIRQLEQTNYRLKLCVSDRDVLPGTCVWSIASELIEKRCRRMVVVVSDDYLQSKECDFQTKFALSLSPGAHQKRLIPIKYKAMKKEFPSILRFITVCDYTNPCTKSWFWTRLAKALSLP
# Target sequence (Q9NR96 whole entry, looked up): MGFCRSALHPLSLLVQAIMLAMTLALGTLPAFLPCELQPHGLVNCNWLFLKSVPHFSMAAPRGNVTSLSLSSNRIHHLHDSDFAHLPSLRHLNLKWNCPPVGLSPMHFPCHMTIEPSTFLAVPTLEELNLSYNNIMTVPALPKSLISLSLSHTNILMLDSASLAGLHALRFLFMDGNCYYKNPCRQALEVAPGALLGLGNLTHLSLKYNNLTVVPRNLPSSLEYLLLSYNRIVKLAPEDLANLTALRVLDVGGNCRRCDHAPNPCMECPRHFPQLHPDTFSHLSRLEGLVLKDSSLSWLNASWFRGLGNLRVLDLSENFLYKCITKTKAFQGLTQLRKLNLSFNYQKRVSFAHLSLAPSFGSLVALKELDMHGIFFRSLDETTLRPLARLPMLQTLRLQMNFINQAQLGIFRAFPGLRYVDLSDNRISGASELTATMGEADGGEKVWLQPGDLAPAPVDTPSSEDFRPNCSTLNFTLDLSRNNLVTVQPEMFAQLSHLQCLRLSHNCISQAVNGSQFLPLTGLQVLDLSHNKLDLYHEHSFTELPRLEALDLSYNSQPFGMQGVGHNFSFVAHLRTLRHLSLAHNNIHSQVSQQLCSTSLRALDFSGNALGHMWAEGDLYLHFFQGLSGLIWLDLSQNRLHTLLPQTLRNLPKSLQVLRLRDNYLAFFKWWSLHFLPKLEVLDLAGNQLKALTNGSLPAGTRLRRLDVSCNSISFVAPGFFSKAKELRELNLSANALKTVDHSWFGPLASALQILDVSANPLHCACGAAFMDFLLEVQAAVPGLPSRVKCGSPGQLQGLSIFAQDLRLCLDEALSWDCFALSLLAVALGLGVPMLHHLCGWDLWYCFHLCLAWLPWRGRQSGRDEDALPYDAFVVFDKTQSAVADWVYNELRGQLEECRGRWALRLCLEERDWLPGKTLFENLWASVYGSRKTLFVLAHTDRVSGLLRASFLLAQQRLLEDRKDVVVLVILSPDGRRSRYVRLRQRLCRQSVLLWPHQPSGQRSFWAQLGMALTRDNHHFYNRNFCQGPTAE
# SRC1 inh: SRC1 coactivator transcriptional activity inhibitors, primary screen, cell-based, luminescence. Nuclear receptor coactivator 1 (Homo sapiens), Q15788. HEK293 GAL4-SRC1 luciferase reporter. inhibition, % at 3.6 µM. hit rate 0.12% among 360,000;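 active = inhibition above the campaign mean plus 3 SD, with each screening campaign given its own cutoff, cut at about 60% in these data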;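 note: 0% = DMSO treated cells and 100% = gossypol at 36 µM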
# SRC2 inh: inhibition of GAL4-SRC2 driven luciferase reporter, primary screen, SRC2 inhibitor project, cell-based, luminescence; Nuclear receptor coactivator 2 (Homo sapiens), Q15596; HEK293 GAL4-SRC2 luciferase reporter; inhibition, % at 9 µM; hit rate 0.17% among 370,000;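 active = inhibition above the mean inhibition of all tested compounds plus 3 SD, set per campaign, cut at about 52% in these data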;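 note: 0% = DMSO treated cells and 100% = cells given Gossypol at 36 µM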
# An asterisk follows results filed as active; x = no result given. Only part of the results is shown. The share of hits here may be higher or lower than overall.
nr	Structure	SRC3 inh	NR2F2 inh	TROY signal inh	TWEAK Fn14 block	Exocytosis inh	ABHD5 PLIN5 PPI
1	COc1ccc(/C=N/NC(=O)c2ccoc2C)cc1O	-44	-39	-20	16	1	6
2	CCCn1c(N)c(N(CCOC)C(=O)c2ccc(S(=O)(=O)N3CCOCC3)cc2)c(=O)[nH]c1=O	-8	-7	8	13	-8	2
3	Cc1ccc(CS(=O)Cc2ccc(C(=O)N3CCN(c4ccc(F)cc4)CC3)o2)cc1 (stereo not given)	4	10	22	-8	-1	-8
4	N#Cc1cccc(NC(=O)Nc2cccs2)c1	-11	2	-7	7	4	-11
5	Cc1c(O)ccc(C(=O)COc2ccccc2F)c1O	-16	-38	-45	-3	-3	3
6	CCCC1C2CN(C(C)C)CC=C2C(C#N)=C(N)C1(C#N)C#N (stereo not given)	-2	3	-27	5	1	3
7	CCCC1/C(=N/O)CC(c2ccccc2)NC1c1ccccc1 (stereo not given)	29	23	25	44	3	-4
8	CC(C)(C)c1cnnn1-c1cccc([N+](=O)[O-])c1	5	-3	-9	0	-3	5
9	COc1cc(/C=N/NC(=O)c2cccnc2)ccc1OCC(=O)N1CCOCC1	16	6	-10	17	10	-5
10	Cc1nn(-c2cccc3cccnc23)c(=O)c2ccccc12	-15	7	8	-5	0	1
11	COc1ccc(N(C(=O)c2cccnc2)S(=O)(=O)c2ccc(F)cc2)cc1	6	11	12	21	0	-2
12	COc1ccc(NCC(O)Cn2cnc3c2c(=O)n(C)c(=O)n3C)cc1 (stereo not given)	-1	12	7	-21	1	-4

nr	NR5A2 inv ag	NOD2 RIPK2 PPI	TLR9-MyD88 inh	SRC1 inh	SRC2 inh
1	-123	-12	1	-75	-51
2	-10	9	-15	-44	4
3	9	2	-1	2	4
4	-12	-4	3	-3	-5
5	-53	0	-2	-26	-9
6	20	-22	-1	16	10
7	-4	7	-4	-12	14
8	3	0	x	3	-16
9	14	-7	-3	3	-21
10	6	11	1	-6	-21
11	-18	3	-3	-8	-4
12	-6	-11	11	-3	-11

# Next section
nr	Structure	SRC3 inh	NR2F2 inh	TROY signal inh	TWEAK Fn14 block	Exocytosis inh	ABHD5 PLIN5 PPI
13	CC(=O)Nc1cccc(NC(=O)CS(=O)(=O)c2cn(CC(=O)N3CCCC3)c3ccccc23)c1	1	-11	-20	2	-6	-5
14	C=CCNC(=S)NNC(=O)COc1cccc(Cl)c1	-14	x	-13	-3	0	-1
15	COc1ccc(CNC(=O)CNC(=O)CNS(=O)(=O)c2ccc(C)c(C)c2)cc1	2	4	-2	7	-11	0
16	CCOC(=O)Cn1cc(/C=N/NC(=O)c2ccc(C#N)cc2F)c2ccccc21	10	7	0	-13	-3	-2
17	FC(F)(F)c1cccc(-c2cc3nc(NCCOc4ccccc4)ccn3n2)c1	-69	-28	-58	4	2	-18
18	CCCCCCc1nnc(NC(=O)OCC)s1	-3	12	-3	5	-2	-7
19	CCN1CCc2c(sc(NC(=O)c3ccc(S(=O)(=O)N(C)c4ccccc4)cc3)c2C(=O)NC)C1	-9	x	18	16	7	12
20	O=C(NC(=S)NCCc1ccccc1)C1CCCCC1	-3	-10	-54	-24	1	-2
21	Nc1nc(NC(=O)c2ccc(F)cc2)ns1	7	1	-4	10	-4	-33
22	O=C(Nc1ccc(S(=O)(=O)Nc2ncccn2)cc1)C1CC(=O)N(c2ccc(Cl)cc2)C1 (stereo not given)	1	-8	-30	-7	-4	1
23	CSCC[C@H](CO)NC(=O)[C@H]1O[C@@H](n2cnc3c(N)ncnc32)[C@H](O)[C@@H]1O	-16	8	6	-6	-7	-1
24	Fc1cccc(Cl)c1CSC1=NCCS1	-20	-10	-27	13	-4	-6

nr	NR5A2 inv ag	NOD2 RIPK2 PPI	TLR9-MyD88 inh	SRC1 inh	SRC2 inh
13	-22	3	-4	-4	12
14	-21	-5	-4	-11	x
15	20	-15	-9	-6	-9
16	-17	-3	-14	11	20
17	-26	0	x	-49	-20
18	-30	6	1	-4	-15
19	-3	-5	-7	-5	x
20	2	-1	-10	-8	-20
21	2	-5	-9	-5	-8
22	10	-13	0	-5	-50
23	-11	-3	x	-7	-3
24	-8	5	-9	-13	-15

# (further entries)
nr	Structure	SRC3 inh	NR2F2 inh	TROY signal inh	TWEAK Fn14 block	Exocytosis inh	ABHD5 PLIN5 PPI
25	Clc1ccccc1Nc1nc(-c2cccnc2)cs1	-95	-18	-41	14	-2	1
26	CCOc1cc(CN2CCCC(N3CCN(c4ccc(F)cc4)CC3)C2)ccc1OC (stereo not given)	-3	15	3	16	46	-5
27	CCCOc1ccc(-c2c(=O)n(OCc3ccc([N+](=O)[O-])cc3)c3ccccc3[n+]2[O-])cc1	-23	3	-21	-18	0	-1
28	Cc1sc2nc(CSc3ccccc3)nc(N3CCN(C)CC3)c2c1C	13	-16	-15	-13	9	9
29	Cc1ccc(S(=O)(=O)N2C[C@H]3N(C(=O)OC(C)C)N(C(=O)OC(C)C)C[C@H](OC(=O)NC4CC4)[C@@]3(O)C2)cc1	12	-17	9	-11	-3	-5
30	O=C(NCC1CCCO1)C1CCCN(Cc2cnn(-c3ccccc3)c2-n2cccc2)C1 (stereo not given)	-10	-1	17	12	-2	-11
31	CC1CCC(NC(=O)c2nc(Cn3ccc([N+](=O)[O-])n3)no2)CC1 (stereo not given)	10	-5	8	3	10	-4
32	O=C(O)c1cc(-c2ccc3c(c2)OCO3)nc2ccccc12	3	-2	-16	-2	3	-5
33	CC(=O)N1CCc2c(sc(NC(=O)C3CCCN3S(=O)(=O)c3cccs3)c2C(N)=O)C1 (stereo not given)	5	-28	-10	-10	1	7
34	COC(=O)c1oc2ccccc2c1NC(=O)CN1CCCC1	16	-4	-6	-19	-2	-3
35	COc1ccccc1NC(=O)c1c[nH]c2ccccc12	-32	-11	-33	13	-10	-6
36	O=C(O)c1cnc(-c2ccccc2)nc1-c1ccccc1	16	16	10	11	-8	5

nr	NR5A2 inv ag	NOD2 RIPK2 PPI	TLR9-MyD88 inh	SRC1 inh	SRC2 inh
25	-142	-1	7	-92	-23
26	12	-3	-25	-20	-18
27	-23	-6	0	-2	-4
28	19	5	-10	-26	1
29	26	-1	-2	8	-2
30	-4	-4	0	13	-24
31	19	-8	12	-4	-16
32	7	-3	-8	-23	15
33	-6	-11	-5	32	8
34	-28	2	2	4	11
35	-31	5	-1	-34	-60
36	1	3	2	-10	-2

# Next compounds.
nr	Structure	SRC3 inh	NR2F2 inh	TROY signal inh	TWEAK Fn14 block	Exocytosis inh	ABHD5 PLIN5 PPI
37	COc1ccc(C)cc1NC(=O)C(c1ccccc1)N1CCN(CC(=O)NC2CC2)CC1 (stereo not given)	12	15	-12	-19	-1	11
38	CN(C)C(=O)c1ccc(NC(=O)c2cc(-n3cnnc3)ccc2Cl)cc1	12	-4	-2	-6	6	4
39	Cc1cc(C)n2nc(C(=O)Nc3ccc4c(c3)OCCO4)nc2n1	-27	-28	-45	-15	8	14
40	Cc1cc([N+](=O)[O-])ccc1NC(=S)NC(=O)C(c1ccccc1)c1ccccc1	10	-8	23	21	-3	-2
41	O=C1c2ccccc2C(O)N1c1ccccc1 (stereo not given)	-20	-26	1	5	0	3
42	O=C(Nc1ccccn1)c1cc(-c2ccc(Cl)s2)nc2ccccc12	11	-9	-42	6	3	-2
43	C#CCOCCOCCOCCNc1nc(N2CCN(C(=O)[C@H](CCCCN)n3cc(CN)nn3)CC2)nc(N2CCN(C(=O)[C@H](CO)n3cc([C@@H](N)C(C)C)nn3)CC2)n1	-14	-1	-26	3	7	8
44	Cc1sc2ncnc(NCc3cccs3)c2c1C	-43	35	40	-15	-6	2
45	CCN1CCN(C(=O)CN(C)S(=O)(=O)c2ccc3ccccc3c2)CC1	7	2	-15	-13	2	2
46	O=C(Nc1ccccc1Cl)NC1(C(=O)NCC2CCCO2)CCCCC1 (stereo not given)	-13	22	-16	4	-7	0
47	Cc1nc2ccc(C(=O)c3ccccc3)cc2[nH]1	-30	-36	-42	-3	-1	5
48	CCC(=O)CCC(=O)c1ccc2ccccc2c1	-61	-45	-84	7	2	-8

nr	NR5A2 inv ag	NOD2 RIPK2 PPI	TLR9-MyD88 inh	SRC1 inh	SRC2 inh
37	-2	-10	-6	-74	-10
38	-6	0	7	-13	22
39	-58	-5	9	-47	-53
40	21	-13	4	1	11
41	-4	-2	-1	4	-4
42	-2	0	-9	-13	-25
43	-27	-2	3	-3	-11
44	30	-11	2	-11	-30
45	-3	6	-9	-28	24
46	18	-4	-9	-7	5
47	-50	-4	8	-61	-17
48	-81	-4	-4	-39	-7

# Reprinted from the part before: 3 entries, followed by the next part.
nr	Structure	SRC3 inh	NR2F2 inh	TROY signal inh	TWEAK Fn14 block	Exocytosis inh	ABHD5 PLIN5 PPI
46	O=C(Nc1ccccc1Cl)NC1(C(=O)NCC2CCCO2)CCCCC1 (stereo not given)	-13	22	-16	4	-7	0
47	Cc1nc2ccc(C(=O)c3ccccc3)cc2[nH]1	-30	-36	-42	-3	-1	5
48	CCC(=O)CCC(=O)c1ccc2ccccc2c1	-61	-45	-84	7	2	-8
49	CCN(CC)CCCNC(=S)N(CCO)Cc1cc2cc3c(cc2[nH]c1=O)OCO3	7	-4	20	12	-5	-1
50	COc1ccc(C(=O)Nc2ccccc2C(=O)N2CCOCC2)cc1OC	-16	-11	-12	17	-1	6
51	N#Cc1c(-c2cccc(Cl)c2)[nH]c(=S)[nH]c1=O	26	3	-25	-1	-4	3
52	CC12CCC(=O)C=C1CCC1C2C(O)CC2(C)C1CCC2(O)C(=O)COC(=O)CCC1CCCC1 (stereo not given)	-15	x	8	-1	2	2
53	COc1cc(/C=N/n2nnnc2N)ccc1O	6	-17	26	9	-1	-2
54	CCN1CCN(CC(=O)Nc2cccc(C)c2)C(=O)C1=O	-4	1	-17	-8	-7	-1
55	COC(=O)c1cc(S(=O)(=O)Nc2cccc(-c3ccno3)c2)c[nH]1	-11	25	15	21	0	3
56	O=C(CCCC(=O)N(CC(=O)NC1CCCCC1)CC1CCCO1)Nc1ccccn1 (stereo not given)	20	5	4	16	0	-3

nr	NR5A2 inv ag	NOD2 RIPK2 PPI	TLR9-MyD88 inh	SRC1 inh	SRC2 inh
46	18	-4	-9	-7	5
47	-50	-4	8	-61	-17
48	-81	-4	-4	-39	-7
49	2	-9	-4	10	0
50	6	-20	-12	-8	17
51	4	3	-1	-12	-30
52	-18	-8	x	-12	x
53	15	-13	-7	-25	4
54	1	-10	-5	8	30
55	26	5	-6	8	16
56	9	1	1	-22	-9
